# Screening results from PubChem BioAssay.
# D3 ag: D3 dopamine receptor (human) agonism. P35462. AID 652048. max activation, %. hit rate 0.58% among 410,000. D3R DiscoveRx beta-arrestin cells, luminescence, 90 min; in the data active means max activation above about 30%; further: 0% is about no effect; mostly tested at two doses, the higher about 12 µM
#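 Agonist-mode cell screen: cells plated at 1500/well and incubated overnight at 37 °C, then exposed to library compounds for 90 min at 37 °C. Detection reagent was added for 30–60 min at room temperature, and luminescence was read.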
# TDP-43 yeast inh: TDP-43 toxicity inhibition in yeast. TDP-43 expressing yeast growth rescue, BacTiter-Glo, 24 h. Potency, µM (titrated, usually from 46.1 µM), for inactives: at the top dose growth rescue (activation), actives largely listed as activators. hit rate 1.8% among 410,000; further: potency means the concentration at half of the fitted maximal effect; % of control where 0% means no effect; nearly all actives have a fitted effect of over 50% in size
#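 Galactose-induced TDP-43 yeast, OD600=0.02, compound pinned; 24 hr, 30 deg C; BacTiter-Glo luminescence for growth. Inhibitors of TDP-43 toxicity read as activators.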
# EPAC2 antagonist: EPAC2 (human) antagonism | hit rate 0.18% among 360,000 | Potency, µM (top dose mostly 114 µM), without a hit: at the highest dose activity, negative = inhibition, actives largely listed as inhibitors | EPAC2 GEF exchange of Rap1B-BODIPY-GDP, fluorescence; further: potency means the concentration at half of the fitted maximal effect; on the % scale 0 is the no-effect control and ±100 the full control effect; nearly all actives have a fitted effect of over 45% in size; many of its hits are not listed in these tables
# Target sequence (Q8WZA2 whole entry, looked up): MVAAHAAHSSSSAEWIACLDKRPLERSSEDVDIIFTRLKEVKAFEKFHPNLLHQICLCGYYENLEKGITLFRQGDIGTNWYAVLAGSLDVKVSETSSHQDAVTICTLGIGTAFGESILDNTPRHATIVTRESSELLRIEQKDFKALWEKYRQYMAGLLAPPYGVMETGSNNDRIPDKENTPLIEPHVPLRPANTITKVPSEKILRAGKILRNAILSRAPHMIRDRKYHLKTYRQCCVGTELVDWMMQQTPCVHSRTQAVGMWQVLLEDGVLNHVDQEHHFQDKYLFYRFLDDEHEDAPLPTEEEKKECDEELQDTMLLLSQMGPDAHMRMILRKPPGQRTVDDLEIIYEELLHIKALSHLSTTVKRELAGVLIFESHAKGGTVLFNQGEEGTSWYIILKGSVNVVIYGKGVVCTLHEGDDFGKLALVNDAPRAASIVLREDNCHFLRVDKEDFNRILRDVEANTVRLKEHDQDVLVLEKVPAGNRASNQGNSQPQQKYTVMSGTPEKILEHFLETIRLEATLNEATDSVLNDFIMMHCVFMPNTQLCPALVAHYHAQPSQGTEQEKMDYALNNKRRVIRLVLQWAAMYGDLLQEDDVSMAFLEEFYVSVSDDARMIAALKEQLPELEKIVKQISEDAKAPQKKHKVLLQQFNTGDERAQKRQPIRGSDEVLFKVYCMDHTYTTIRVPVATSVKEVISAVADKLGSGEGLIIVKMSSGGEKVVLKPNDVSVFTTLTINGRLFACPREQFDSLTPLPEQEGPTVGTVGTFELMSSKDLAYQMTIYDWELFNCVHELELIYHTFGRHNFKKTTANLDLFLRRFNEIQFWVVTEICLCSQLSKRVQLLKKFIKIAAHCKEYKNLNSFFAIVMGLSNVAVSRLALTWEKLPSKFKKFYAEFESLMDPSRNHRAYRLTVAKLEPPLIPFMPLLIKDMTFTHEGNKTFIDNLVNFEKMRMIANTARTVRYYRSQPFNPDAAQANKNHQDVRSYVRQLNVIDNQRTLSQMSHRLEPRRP
# aSyn yeast inh: inhibitors of alpha-synuclein toxicity in yeast; hit rate 0.14% among 370,000; Yeast expressing alpha-synuclein, growth rescue, BacTiter-Glo, 24 h; Potency, µM (highest dose often 46.1 µM), inactives show top-dose growth rescue (activation), hits mostly activators; further: potency means the concentration at half of the fitted maximal effect; % of control where 0% means no effect; nearly all actives have a fitted effect of over 65% in size
#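 Readout is rescue of growth in alpha-synuclein-expressing yeast, so inhibitors of toxicity appear as activators. Growth after 24 hr at 30 deg C in galactose medium is quantified by luminescence.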
# EPAC2 ag: agonists of human EPAC2 (RAPGEF4); Q8WZA2; hit rate 0.079% among 360,000; EPAC2 activation, biochemical qHTS; response scale: 100% = 6.5 mM cAMP response; Potency, µM (titrated, usually from 154 µM), for inactives: at the highest dose activation, actives largely listed as activators; further: potency means the concentration at half of the fitted maximal effect; nearly all actives have a fitted effect of over 50% in size
#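 qHTS, titration series. 100 nM EPAC2 / 250 nM Rap1B-BODIPY-GDP / 50 uM GDP; RT; ex 480/em 540 nm, 5-min reads to 30 min. Norm. to 6.5 mM cAMP = activation.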
# DRD3 antagonist: blocks the human D3 dopamine receptor; P35462; D3R cells, DiscoveRx beta-arrestin luminescence, antagonist mode; active compounds read low; max response, negative = inhibition, %; hit rate 2.5% among 360,000; in the data active means max response below about -50%; inconclusive means no clear call, values can overlap the other calls; further: on the % scale 0 is the no-effect control and ±100 the full control effect; mostly tested at two doses, the higher about 12 µM
#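 Cells expressing the human receptor were seeded at 1500 cells/well, incubated overnight at 37 degrees C in 5% CO2, then exposed to library compounds with dopamine controls for 90 minutes at 37 degrees C before luminescent detection.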
# FUS yeast rescue: rescues growth of FUS-expressing yeast; hit rate 0.24% among 390,000; S. cerevisiae FUS-expressing, growth rescue, OD600, 24 h; AID 1347120; Potency, µM (highest dose often 76.6 µM), without a hit: at the highest dose growth rescue (activation), usual class: activators;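 further: potency means the concentration at half of the fitted maximal effect; plate controls were DMSO vehicle for no effect and reference control for full effect; nearly all actives have a fitted effect of over 55% in size; some results filed as inactive show a strong effect at the top dose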
#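 S. cerevisiae expressing FUS from galactose induction served as the toxicity model. Growth after 24hr at 30C, read as absorbance at 600 nm, indicates suppression of toxicity; compounds dosed at several concentrations.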
# Abeta yeast res: compounds reversing amyloid beta toxicity in yeast | yeast expressing A-beta42, growth rescue, OD600, 48 h; response scale: 0% DMSO, 100% iron-clioquinol control | Potency, µM (highest dose often 46.1 µM), inactives show at the top dose growth rescue, most hits filed as activators | hit rate 0.063% among 410,000 | AID 1347071; further: potency means the concentration at half of the fitted maximal effect; nearly all actives have a fitted effect of over 55% in size
#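 Yeast growth medium received pinned compounds, then yeast cells expressing toxic A-beta were added; plates incubated at 30 C for 48 hr. Growth read as absorbance at 600 nm, normalized to DMSO and equimolar FeCl3 plus clioquinol controls.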
# An asterisk follows results filed as active; ? = inconclusive; / = not tested or not shown. Unless noted, the call rests on the fitted dose curve; in most records, active means well fitted curve in the direction sought with a large enough effect; inconclusive means small, poorly fitted or top-dose-only effect, or another doubt; inactive means no such curve, though single readings can be large; an effect the other way counts as inactive or inconclusive. Only part of the results is shown. The share of hits here may be higher or lower than overall.
SMILES,D3 ag,TDP-43 yeast inh,EPAC2 antagonist,aSyn yeast inh,EPAC2 ag,DRD3 antagonist,FUS yeast rescue,Abeta yeast res
C[C@H](CO)N1C[C@H](C)[C@@H](CN(C)Cc2ccncc2)Oc2c(NS(=O)(=O)c3ccc(F)cc3)cccc2C1=O,10,18%,3%,2%,3%,3,1%,5%
O=C1Cc2cc(S(=O)(=O)Nc3cccc([N+](=O)[O-])c3)cc3c2N1CCC3,-1,0%,28%,0%,11%,-9,24%,14%
CC1(C(=O)OCC(=O)c2c[nH]c3ccccc23)CC1(Cl)Cl (stereo unspecified),2,6%,-19%,4%,8%,9,-7%,10%
CC1CCCN(C(=O)c2cc(F)c(F)cc2Cl)C1 (stereo unspecified),9,-8%,14%,-5%,0%,6,0%,3%
Cc1cccc(NC(=O)c2sc3nc(N4CCOCC4)c4c(c3c2N)CC(C)(C)OC4)c1,1,12%,/,-6%,/,/,35%,-15%
O=c1[nH][nH]c(C(F)(F)F)c1C=NCc1ccccc1Cl,-1,-5%,-6%,-5%,5%,-71*,-2%,13%
COc1ccc(-c2ccc(N(C)C)cc2)cc1[C@H]1[C@@H]2C=CCC[C@@]2(C)C(=O)N1Cc1ccccc1,-10,-11%,-1%,-3%,10%,-8,31%,-19%
CS(=O)(=O)N1CCN(C2Cc3ccccc3C2)CC1,-8,-10%,-2%,-3%,5%,-24,-3%,-14%
COC(=O)c1c(NC(=O)Cn2cnc([N+](=O)[O-])n2)sc2c1CCC(C)C2 (stereo unspecified),18,?,-11%,14%,-10%,12,/,7%
COc1ccc(-c2cc(C(=O)Nc3ccc(OC)c(OC)c3)[nH]n2)c(C)c1,-15,13%,4%,-5%,8%,-60*,36%,-22%
COc1ccc(NS(=O)(=O)c2cccc(C(=O)O)c2)cc1S(=O)(=O)N1CCOCC1,-7,3%,-8%,0%,2%,-11,/,0%
Cc1cc(=O)[nH]c2nnc(SCc3ccc(C(F)(F)F)cc3)n12,-15,10%,/,/,/,/,14%,-9%
CC(C)CN1CC(C)C(=O)N(c2ccccc2)C1=O (stereo unspecified),5,15%,-21%,3%,-14%,15,/,5%
COc1ccc(N2CC(C(=O)NCCc3ccc(Cl)cc3)CC2=O)c(OC)c1 (stereo unspecified),-3,-11%,-16%,-4%,8%,0,29%,-1%
Cc1ccc(F)c(S(=O)(=O)NC(=O)C2(C)CCN2C(=O)Cc2ccsc2)c1 (stereo unspecified),2,7%,3%,-1%,0%,-1,-15%,-8%
COC(=O)c1cc(NC(=O)c2cccc([N+](=O)[O-])c2C)ccc1Cl,-8,10%,11%,-7%,20%,?,33%,0%
Cc1ccc(C(=O)OC(C)C(=O)NC2CCCCC2C)cc1S(=O)(=O)N1CCCCC1 (stereo unspecified),-11,24%,-8%,-10%,-10%,5,-8%,4%
CCCCCCc1c(C)c2c(cc(C)c3c(C)c(C)oc32)oc1=O,-4,-8%,/,/,/,/,-8%,0%
CCOC(=O)C1CCN(C(=O)COc2cc(C)c(Br)c(C)c2)CC1,3,?,-2%,16%,-3%,8,27%,2%
CC(=O)c1ccc(S(=O)(=O)N2CCN(C(=O)CCC3CCCC3)CC2)cc1,4,7%,-2%,-1%,-5%,12,-6%,-2%
CNC(=O)c1ccccc1NC(=O)c1c(O)c2c([nH]c1=O)CCCC2,0,1%,-7%,1%,4%,-9,18%,7%
Cc1oc2c(C)c3oc(=O)c4c(c3cc2c1C)CCC4,5,8%,4%,2%,-4%,-7,2%,16%
COc1ccc(C2=Nc3ccccc3N(C(=O)c3cc(Cl)cc(Cl)c3)C2C(=O)NCc2ccccc2)cc1 (stereo unspecified),-10,17%,22%,0%,3%,0,22%,6%
CC(/C=C/c1ccccc1)=N/NC(=O)CCC(=O)Nc1ccccc1C,-4,9%,-2%,1%,-6%,-5,/,-13%
COc1ccccc1NC(=O)c1ccc(S(=O)(=O)N2CCCC(C)C2)cc1 (stereo unspecified),10,15%,-6%,2%,10%,-11,22%,8%
Cc1cc(NS(=O)(=O)c2ccc(NC(=O)c3cnc(Cl)c(Cl)c3)cc2)nc(C)n1,-1,18%,3%,8%,-2%,4,-14%,-8%
COc1ccccc1-c1csc(C(C)(NC(C)=O)c2ccccc2)n1 (stereo unspecified),3,?,-21%,-6%,8%,0,17%,10%
C=C(C)Cn1c(SCC#N)nc2ccccc2c1=O,0,21%,5%,3%,4%,3,1%,-9%

# In a second layout: results already given
mol | D3 ag | TDP-43 yeast inh | EPAC2 antagonist | aSyn yeast inh | EPAC2 ag | DRD3 antagonist | FUS yeast rescue | Abeta yeast res
CCOC(=O)C1CCN(C(=O)COc2cc(C)c(Br)c(C)c2)CC1 | 3 | ? | -2% | 16% | -3% | 8 | 27% | 2%
CC(=O)c1ccc(S(=O)(=O)N2CCN(C(=O)CCC3CCCC3)CC2)cc1 | 4 | 7% | -2% | -1% | -5% | 12 | -6% | -2%
CNC(=O)c1ccccc1NC(=O)c1c(O)c2c([nH]c1=O)CCCC2 | 0 | 1% | -7% | 1% | 4% | -9 | 18% | 7%
Cc1oc2c(C)c3oc(=O)c4c(c3cc2c1C)CCC4 | 5 | 8% | 4% | 2% | -4% | -7 | 2% | 16%
COc1ccc(C2=Nc3ccccc3N(C(=O)c3cc(Cl)cc(Cl)c3)C2C(=O)NCc2ccccc2)cc1 (stereo unspecified) | -10 | 17% | 22% | 0% | 3% | 0 | 22% | 6%
CC(/C=C/c1ccccc1)=N/NC(=O)CCC(=O)Nc1ccccc1C | -4 | 9% | -2% | 1% | -6% | -5 | / | -13%
COc1ccccc1NC(=O)c1ccc(S(=O)(=O)N2CCCC(C)C2)cc1 (stereo unspecified) | 10 | 15% | -6% | 2% | 10% | -11 | 22% | 8%
Cc1cc(NS(=O)(=O)c2ccc(NC(=O)c3cnc(Cl)c(Cl)c3)cc2)nc(C)n1 | -1 | 18% | 3% | 8% | -2% | 4 | -14% | -8%
COc1ccccc1-c1csc(C(C)(NC(C)=O)c2ccccc2)n1 (stereo unspecified) | 3 | ? | -21% | -6% | 8% | 0 | 17% | 10%
C=C(C)Cn1c(SCC#N)nc2ccccc2c1=O | 0 | 21% | 5% | 3% | 4% | 3 | 1% | -9%

# An excerpt from above, limited to EPAC2 ag, DRD3 antagonist and Abeta yeast res.
molecule | EPAC2 ag | DRD3 antagonist | Abeta yeast res
CCOC(=O)C1CCN(C(=O)COc2cc(C)c(Br)c(C)c2)CC1 | -3% | 8 | 2%
CC(=O)c1ccc(S(=O)(=O)N2CCN(C(=O)CCC3CCCC3)CC2)cc1 | -5% | 12 | -2%
